Compound activity: PubChem BioAssay, National Center for Advancing Translational Sciences (NCATS)
FEN1 inh – qHTS Assay for the Inhibitors of Human Flap endonuclease 1 (FEN1). P39748. Recombinant FEN1 flap cleavage, fluorescence, 15 min. Potency, µM (doses to about 114 µM), without a hit: at the top dose activity change, negative = inhibition, actives largely listed as inhibitors. 390,000 compounds, 0.35% hits; further: nearly all actives have a fitted effect of over 65% in size
Target sequence (P39748 whole entry, looked up): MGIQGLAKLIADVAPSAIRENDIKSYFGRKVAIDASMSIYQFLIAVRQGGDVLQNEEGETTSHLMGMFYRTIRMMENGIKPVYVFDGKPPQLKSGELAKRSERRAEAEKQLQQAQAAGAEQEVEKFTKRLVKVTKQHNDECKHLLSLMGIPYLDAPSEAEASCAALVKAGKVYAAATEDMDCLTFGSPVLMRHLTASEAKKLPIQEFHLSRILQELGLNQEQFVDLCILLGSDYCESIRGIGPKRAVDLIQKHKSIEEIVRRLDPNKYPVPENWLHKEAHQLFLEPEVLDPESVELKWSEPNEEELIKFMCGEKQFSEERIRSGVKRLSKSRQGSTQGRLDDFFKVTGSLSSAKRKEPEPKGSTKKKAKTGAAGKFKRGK
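Potency values derive from four-parameter Hill fits of normalized qHTS data. The reaction used 10 nM FEN1 preincubated 15 min at room temperature with compound, then 50 nM DNA substrate, read at 0 and 15 min.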
TDP1 block – qHTS Assay for Inhibitors of Tyrosyl-DNA Phosphodiesterase (TDP1); Tyrosyl-DNA phosphodiesterase 1 (Homo sapiens), Q9NUW8; recombinant TDP1, AlphaScreen DNA substrate cleavage; Potency, µM (series often up to 130 µM), without a hit: top-dose activity change, negative = inhibition, most hits filed as inhibitors; 350,000 compounds, 0.28% hits; further: nearly all actives have a fitted effect of over 40% in size
Target sequence (Q9NUW8 whole entry, looked up): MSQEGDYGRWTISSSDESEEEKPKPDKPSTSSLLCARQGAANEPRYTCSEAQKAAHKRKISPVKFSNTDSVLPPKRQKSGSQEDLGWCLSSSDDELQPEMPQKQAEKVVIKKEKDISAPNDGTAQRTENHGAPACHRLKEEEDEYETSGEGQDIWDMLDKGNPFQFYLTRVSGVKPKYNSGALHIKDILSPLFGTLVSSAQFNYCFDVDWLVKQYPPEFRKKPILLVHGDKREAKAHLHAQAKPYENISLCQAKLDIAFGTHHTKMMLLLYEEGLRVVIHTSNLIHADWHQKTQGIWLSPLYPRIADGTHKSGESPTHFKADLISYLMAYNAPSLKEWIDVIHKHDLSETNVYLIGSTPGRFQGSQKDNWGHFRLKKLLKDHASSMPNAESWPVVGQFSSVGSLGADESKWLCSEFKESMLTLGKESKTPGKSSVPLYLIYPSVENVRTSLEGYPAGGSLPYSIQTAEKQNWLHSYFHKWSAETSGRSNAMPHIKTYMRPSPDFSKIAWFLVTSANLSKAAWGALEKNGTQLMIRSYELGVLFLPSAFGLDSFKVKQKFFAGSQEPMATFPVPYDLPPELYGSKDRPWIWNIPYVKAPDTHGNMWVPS
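Tdp1 1 nM final; 15 min RT w/ cpd; substrate 15 nM, 5 min; beads 10 ug/ml, 10 min; AlphaScreen read. Neg ctrl: no enzyme.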
N370S GC – qHTS Assay for Inhibitors and Activators of N370S glucocerebrosidase as a Potential Chaperone Treatment of Gaucher Disease. N370S GC spleen homogenate, 4MU-glucoside fluorescence. Potency, µM (doses to about 59.4 µM), for the others: at the top dose activity change, negative = inhibition, most hits filed as inhibitors. 330,000 compounds, 0.092% hits. AID 2101, 2009;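 further: 0% = full enzyme activity and -100% = no enzyme basal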
Active calls of the source: *; u = inconclusive; x = no result given; & = joins results of further samples; [ ] = dose if it differs, or a comment. The call rests on the fitted dose curve; in most records, active means well fitted curve in the direction sought with a large enough effect; inconclusive means small, poorly fitted or top-dose-only effect, or another doubt; inactive means no such curve, though single readings can be large; an effect the other way counts as inactive or inconclusive. Unless noted, on the % scale 0 is the no-effect control and ±100 the full control effect; potency means the concentration at half of the fitted maximal effect.

SMILES,FEN1 inh,TDP1 block,N370S GC
C/C(CCN1CCCc2nc(C)c(C)cc21)=N\O[C@@H](C)CN1CCCCc2nc(C)c(C)cc21,x,9%[21 µM],-4%[12.8 µM]
COc1ccc2nc(SCC(=O)Nc3ccc(S(=O)(=O)N4CCCC4)cc3)c(C#N)cc2c1,2%,5%,-1%
O=c1oc2ccccc2c(NCCc2ccccc2)c1[N+](=O)[O-],3%,5%,6%
O=C(/C=C/c1cccc(Cl)c1)NCCN1CCOCC1,-15%,8%,-3%
N/C(=N\OC(=O)c1cc(Cl)ccc1Cl)c1ccccn1,-4%,8%,2%
O=C(NC12CC3CC(CC(C3)C1)C2)c1ccccc1,-6%,-2%,21%
CCOc1ccc(N2CC(=O)SC2=S)cc1,6%,7%,1%
N#CCCN(CCC#N)C(=O)COc1ccc(Cl)cc1Cl,7%,7%,1%
CCCC(=O)NC(c1cccs1)c1cc([N+](=O)[O-])c2cccnc2c1O (stereo not given),-16%,7%,-5%
CCS(=O)(=O)N1CCCC(C(=O)NCC2CCCO2)C1 (stereo not given),-2%,5%,-18%
O=C(CSc1ccccc1)N[C@@H](Cc1ccccc1)C(=O)O,-17%,1%,11%
Cc1occc1C(=O)Nc1c(F)cc(F)cc1Br,-11%,3%,-4%
CCN(CCS(=O)(=O)c1ccc(Cl)cc1)Cc1nc2ccccc2c(=O)[nH]1,-3%,1%,x
O=C(NCc1ccccc1Cl)C1CCCN(c2ncnc3onc(-c4ccc(F)cc4)c23)C1 (stereo not given),-14%,6%,x
CC(C)(C)NC(=O)C1CCC(CNS(=O)(=O)c2cccc3nsnc23)CC1 (stereo not given),-3%,0%,-23%

The last six entries of the part before are carried over, then new ones follow:
SMILES,FEN1 inh,TDP1 block,N370S GC
CCS(=O)(=O)N1CCCC(C(=O)NCC2CCCO2)C1 (stereo not given),-2%,5%,-18%
O=C(CSc1ccccc1)N[C@@H](Cc1ccccc1)C(=O)O,-17%,1%,11%
Cc1occc1C(=O)Nc1c(F)cc(F)cc1Br,-11%,3%,-4%
CCN(CCS(=O)(=O)c1ccc(Cl)cc1)Cc1nc2ccccc2c(=O)[nH]1,-3%,1%,x
O=C(NCc1ccccc1Cl)C1CCCN(c2ncnc3onc(-c4ccc(F)cc4)c23)C1 (stereo not given),-14%,6%,x
CC(C)(C)NC(=O)C1CCC(CNS(=O)(=O)c2cccc3nsnc23)CC1 (stereo not given),-3%,0%,-23%
CC(=O)O[C@H]1C[C@@]2(C)[C@@H](C[C@@H](O)[C@H]3[C@@]4(C)CC[C@@H](O)[C@@H](C)[C@@H]4CC[C@@]32C)/C1=C(\CCC=C(C)C)C(=O)O,14%&4%,x,-7%
COc1ccc(COC(=O)N/N=C2/C[C@@H](O)[C@@H](O)[C@@H]3[C@@H]4C(=O)N(Cc5ccccc5)C(=O)[C@H]4CC[C@H]23)cc1,x,7%[21 µM],6%[12.8 µM]
CCc1nc2nc(C)cc(Nc3ccc(F)c(Cl)c3)n2n1,14%,2%,x
CCOC(=O)c1c(NC(=O)/C=C/c2ccc3c(c2)OCO3)sc(C)c1C,x,-8%,12%
Cc1ccc2[nH]c3c(c2c1)CN(C(=O)CN1CCN(c2cccc(C)c2C)CC1)CC3,-11%,7%,-27%
COc1ccc(NC(=O)CSc2ncn[nH]2)c([N+](=O)[O-])c1,2%,1%,2%
CCOc1ccccc1CNCc1c(C(=O)O)c(C)n(Cc2ccc(Cl)cc2)c1C,-10%,5%,x
COc1ccc(-n2nc(C(=O)NCC(=O)N3CCN(c4ccccn4)CC3)c3ccccc3c2=O)cc1OC,8%,4%,12%
Cc1cc(-c2ccc(C)c(S(=O)(=O)NCCN3CCC(C)CC3)c2)on1,11%,5%,-15%
COc1ccc2cc(CCOC3CCCCO3)ncc2c1 (stereo not given),-4%,1%,x
Cc1cc(C)c2nc(-c3ccccn3)cc(C(=O)N3CCCC3)c2c1,0%,6%,12%
COc1ccc(C(=O)Nc2ccccc2C(=O)NCC2CCCO2)cc1 (stereo not given),6%,1%,-2%
Cc1ccc(S(=O)(=O)N2CCCN(C(=O)CNC(=O)c3cccc(C)c3)CC2)cc1,12%,0%[56.1 µM],x
O=C(CCCSc1nc2ccccc2[nH]1)NCc1ccccc1F,17%,3%,1%
COc1ccc(OC)c(S(=O)(=O)N2CCCC(C(=O)NCc3ccncc3)C2)c1 (stereo not given),-2%,11%,-7%
CCOC(=O)C1(CC2CCCCO2)CCN(Cc2cn[nH]c2-c2cccc(F)c2)CC1 (stereo not given),18%,0%,-15%
CCOc1ccccc1NC(=S)NC(=O)C1CC1,5%,-4%,-19%
COc1cccc(CNC(=O)CCC2CCCN(C(=O)c3ccoc3)C2)c1 (stereo not given),-12%,2%,-19%
COCc1cc(C)nc2sc(C(=O)N3CCCCC3)c(N)c12,0%,-2%,5%
COc1cc(Cl)c(S(=O)(=O)N2CCOCC2)cc1Cl,-4%,3%,7%
FC(F)(F)c1ccccc1CN1CCC(Cc2ccccc2)CC1,15%,x,-7%
O=c1c2ccccc2nc(CSc2ncnc3nc[nH]c23)n1-c1cccc(C(F)(F)F)c1,-15%,10%,4%
Cc1ccc2c(c1)C(c1ccc(F)cc1)N(C(=O)c1cc3ccccc3oc1=O)CC(=O)N2 (stereo not given),5%,-1%,14%
CC(C)(C)NC(=O)CN(c1cccc([N+](=O)[O-])c1)S(=O)(=O)c1ccccc1,-15%,6%,6%
CNCC(O)COc1ccccc1 (stereo not given),-6%,5%,20%
Cc1ccc(N(Cc2cc(=O)[nH]c3ccccc23)C(=O)c2ccco2)cc1,-15%,5%,12%
Clc1cccc(CNc2cc(-c3ccccc3)nc3nncn23)c1,-1%,5%,x
O=S(=O)(CCc1nnc(-c2ccccc2)o1)c1ccc2ccccc2c1,2%,3%,4%
O=C(NCCCN1CCOCC1)c1ccc(Br)s1,-3%,5%,0%
COc1ccc(N(CCOc2ccccc2)S(=O)(=O)c2ccccc2)cc1,-23%,-4%,x

As entered above.
In N370S GC, `CNCC(O)COc1ccccc1` (stereo not given) is listed with 20%
In N370S GC, `CC(C)(C)NC(=O)CN(c1cccc([N+](=O)[O-])c1)S(=O)(=O)c1ccccc1` is listed with 6%
In TDP1 block, `Cc1ccc(N(Cc2cc(=O)[nH]c3ccccc23)C(=O)c2ccco2)cc1` is listed with 5%
In N370S GC, `FC(F)(F)c1ccccc1CN1CCC(Cc2ccccc2)CC1` is listed with -7%

Going on with the list:
Below each compound: FEN1 inh, TDP1 block, N370S GC
Cc1ccc(C(=O)N/N=C/c2c[nH]c3ccccc23)o1
  -6%, 3%, -7%
CC(Cc1ccccc1)NC(=O)CC(c1ccccc1)c1ccccc1O (stereo not given)
  -8%, x, 0%
O=C(N/N=C1/C[C@@H](O)[C@@H](O)[C@@H]2[C@@H]3C(=O)N(Cc4ccccc4)C(=O)[C@H]3CC[C@H]12)OCc1ccccc1
  x, 8%[21 µM], -20%[12.8 µM]
O=C1C=C(NCc2ccc(Cl)c(Cl)c2)CC1
  6%, -3%, -13%
Cc1cc(C)cc(NS(=O)(=O)c2ccc(-c3cnc(C4CC4)o3)cc2)c1
  4%, 6%, -4%
Cc1ccc(-n2c(=O)[nH]cc(C(=O)Nc3ccc4c(c3)OCCO4)c2=O)cc1C
  10%, 2%, -1%
O=C(Nc1cccnc1)c1ccc(CN2CCc3ccccc3C2)cc1
  -2%, 2%, 1%
C/C(=N\NC(=O)c1cccc([N+](=O)[O-])c1)c1ccco1
  8%, 3%, 2%
Cc1ccc(Sc2nnc(Cc3ccccc3)c3ccccc23)cc1
  -12%, 0%, 15%
COC(=O)NC(CC(C)=O)c1cccc(C(F)(F)F)c1 (stereo not given)
  x, -3%[21 µM], 4%[12.8 µM]
Cc1cc(NC(=O)CCC(=O)N(CC(=O)NC2CCCC2)c2cccc(F)c2)no1
  -5%, 0%, -1%
CC(=O)c1cc(C#N)c(N2CCCC2)nc1C
  3%, 5%, 2%
CCOc1ccccc1OCC(=O)Nc1cc2c(cc1C(=O)O)OCCCO2
  -1%, 2%, -1%
CC1=NN(S(=O)(=O)c2ccc(C)cc2)C(=O)c2ccccc2O1
  -18%, -1%, -12%
CCCCNC(=O)C1CCC(CNS(=O)(=O)c2c(C)cc(C)cc2C)CC1 (stereo not given)
  -9%, x, -24%
CC1=C(C)/C(=N/OC(=O)c2cccc([N+](=O)[O-])c2)C=CC1=O
  -5%, 5%, -11%
CN(C(=O)c1ccc(C#N)cc1)c1nnc(-c2ccccn2)s1
  1%, -1%, 6%
Cn1c(=O)n(C)c2cc(NC(=O)COc3ccc(F)cc3)ccc21
  -17%, x, -7%
CC(=O)Nc1ccc(NC(=O)C(C)OC(=O)c2ccc(S(=O)(=O)N3CCCCC3)cc2)cc1 (stereo not given)
  -8%, -4%, x
O=[N+]([O-])c1cccc(S(=O)(=O)c2ccc(N3CCCCC3)c([N+](=O)[O-])c2)c1
  -10%, 5%, 20%
O=C(O)CCC(NS(=O)(=O)c1ccc(-c2ccccc2)cc1)C(=O)O (stereo not given)
  6%, 2%, 2%
CNC1C(O)C(O)C(CO)O[C@H]1OC1C(O[C@@H]2C(O)C(O)[C@@H](N=C(N)N)C(O)C2N=C(N)N)OC(C)[C@]1(O)C=O (stereo not given in full)
  x, 0%[56.1 µM], -5%
COc1ccc(OCC(=O)Nc2ccc(C)c(S(=O)(=O)N(C)C)c2)cc1
  -3%, 3%, -4%
Cc1ccc(N2CCN(S(=O)(=O)c3ccc4[nH]c5c(c4c3)CCCCC5)CC2)c(C)c1
  -1%, 6%, x
COc1ccc(NC(=S)N(CCCN2CCOCC2)C(C)c2cc3cccc(OC)c3o2)cc1 (stereo not given)
  -11%, -3%, 26%
O=C(CSc1ccc2nnc(-c3ccccc3)n2n1)NCc1ccco1
  -4%, u, 9%
CC1CCN(C(=O)c2ccc(-n3cnnn3)cc2)CC1
  -5%, -2%, 27%
Cc1ccc(S(=O)(=O)N2CCOCC2)cc1NC(=O)COc1cccc(-n2cnnn2)c1
  2%, 1%, x
COCCCn1c(=O)/c(=C\c2ccc(OC(F)F)c(OC)c2)s/c1=C(/C#N)C(N)=O
  -2%, x, -11%
O=C(COC(=O)c1cc(=O)[nH]c2ccccc12)Nc1nc(-c2ccccc2)cs1
  -22%, 8%, 4%
CN(C)C(=O)CCc1ccc2c3c([nH]c2c1)[C@]1(C)[C@@H](C(=O)N2CCCCC2)C[C@H](CC(=O)NC(C)(C)C)C(=O)N1CC3
  10%, 0%[56.1 µM], x
CC1CCN(CCCNC(=O)C2CCN(S(=O)(=O)N3CCC4(CC3)OCCO4)CC2)CC1
  23%, 2%, -1%
COc1ccc(OC)c(S(=O)(=O)N2CCCCCC2)c1
  -4%, 3%, 5%
COc1ccc(C)cc1NC(=O)CSc1nc(=O)n(CCCN2CCOCC2)c2c1CCCC2
  -4%, x, -14%
CCOC(=O)C1C(=O)N(O)CC1c1cccc(Oc2ccccc2)c1 (stereo not given)
  -12%, 0%, -2%
CCN1CCN(Cc2c(O)ccc3c(C)c(-c4ccccc4)c(=O)oc23)CC1
  2%, 3%, x
COc1cc(O)c(C(=O)c2ccccc2)cc1S(=O)(=O)O
  x, 3%, -9%
COc1ccccc1NC(=O)CSc1ccc2nnc(CCNC(=O)c3ccccc3)n2n1
  -3%, 3%, 3%
Cc1ccc(N2CC(C(=O)OCC(=O)c3c(N)n(CC(C)C)c(=O)n(C)c3=O)CC2=O)cc1 (stereo not given)
  -11%, x, -5%
COc1cccc(CN2CCN(Cc3[nH]c4ccccc4c3C)CC2CCO)c1 (stereo not given)
  10%, -2%, 25%
CCOC(=O)c1cn(CC(=O)Nc2ccccc2C(=O)OCC)nn1
  -2%, 7%, 4%
C[n+]1cc(C(=O)N2CCCCC2)ccc1/C=C/c1c[nH]c2ccccc12
  2%, 2%, -15%
Brc1cnc2nc(SCc3nc4ccccc4[nH]3)[nH]c2c1
  2%, 8%, 13%
CCOC(=O)c1c(NC(=O)CN2C(=O)NC(C)(c3ccc(Cl)cc3)C2=O)sc(C(=O)NC)c1C (stereo not given)
  -14%, 4%, -11%
O=S(=O)(c1cccc(-c2cn3cccnc3n2)c1)N1CCOCC1
  -3%, 5%, 25%
Cn1cc(Br)c(C(=O)NN2C(=O)C3C4C=CC(C5CC45)C3C2=O)n1 (stereo not given)
  -3%, 3%, 4%
